Screening results from PubChem BioAssay.
ABCG2 block – human ABCG2 inhibition, ABCB1 as counter-screen | Q9UNQ0 | IgMXP3 cells, JC-1 efflux, flow cytometry | inhibition, % at 6.6 µM | hit rate 0.1% among 190,000 | AID 1325;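 active = inhibition above 80%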;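 also: 0% = DMSO and 100% = nicardipine control wells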
Target sequence (Q9UNQ0 whole entry, looked up): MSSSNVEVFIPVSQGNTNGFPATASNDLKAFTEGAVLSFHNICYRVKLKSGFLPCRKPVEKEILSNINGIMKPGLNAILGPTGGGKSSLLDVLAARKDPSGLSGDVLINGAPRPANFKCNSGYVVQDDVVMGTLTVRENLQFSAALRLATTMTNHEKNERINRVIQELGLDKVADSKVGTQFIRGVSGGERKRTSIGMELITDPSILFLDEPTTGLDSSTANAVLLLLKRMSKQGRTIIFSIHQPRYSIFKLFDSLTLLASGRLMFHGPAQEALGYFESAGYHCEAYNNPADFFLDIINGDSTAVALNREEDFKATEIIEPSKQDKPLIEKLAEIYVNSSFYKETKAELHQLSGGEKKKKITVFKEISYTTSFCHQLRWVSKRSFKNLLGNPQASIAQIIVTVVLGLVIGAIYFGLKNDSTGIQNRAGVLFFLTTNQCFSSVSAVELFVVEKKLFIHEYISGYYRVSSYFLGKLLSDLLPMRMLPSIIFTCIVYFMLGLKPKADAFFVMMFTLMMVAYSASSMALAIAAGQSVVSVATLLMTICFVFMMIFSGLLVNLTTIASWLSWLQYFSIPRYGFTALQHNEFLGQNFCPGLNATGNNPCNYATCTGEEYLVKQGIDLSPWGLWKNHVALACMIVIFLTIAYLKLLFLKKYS
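Measure – % inhibition of efflux relative to nicardipine and DMSO · Test system – ABCG2 IgMXP3 and barcoded ABCB1 CCRF-Adr cell mix · Control set – nicardipine as high control, DMSO as low control · Compound – one concentration, 6.6 µM final · Signal – flow cytometry of retained JC-1 fluorescence · Timing – 10 min exposure at 25 °C with rotation, no wash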
HRas wt GTP bind – human HRas wildtype GTP binding, change in either direction | GST-Ras wt beads, Bodipy-FL-GTP binding, flow cytometry; actives lie on both sides | GTP binding activity, % at 10 µM | hit rate 0.14% among 190,000 | AID 759;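 active = GTP binding activity at least 20% away from the 100% baseline, either lowered as inhibitor or raised as activator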;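 also: 0% = unlabeled GTP competition control and 100% = no-compound control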
Target sequence (P01112 whole entry, looked up): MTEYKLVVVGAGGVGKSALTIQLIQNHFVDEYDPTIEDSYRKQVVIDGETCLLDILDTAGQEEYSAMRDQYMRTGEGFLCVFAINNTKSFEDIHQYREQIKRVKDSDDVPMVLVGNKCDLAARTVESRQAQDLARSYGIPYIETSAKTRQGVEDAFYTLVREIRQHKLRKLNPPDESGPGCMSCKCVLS
Rab7 wt GTP bind – modulators of GTP binding to dog Rab7 wildtype GTPase. GTP binding activity (percent of control), % at 10 µM. hit rate 0.055% among 190,000. GST-Rab7 beads, fluorescent GTP binding, flow cytometry; actives lie on both sides; untreated = 100%, excess cold GTP = 0%. AID 758;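 active = fluorescent GTP binding to Rab7 beads changed by at least 20 points from the 100% baseline, either direction, mostly lower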;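 also: median green fluorescence of bound Bodipy-FL-GTP per Rab7 bead population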
Cdc42 wt – changes GTP binding to wildtype human Cdc42. GST-Cdc42 beads, Bodipy-GTP binding, flow cytometry; actives lie on both sides. percent activity (GTP binding), % at 10 µM. hit rate 0.2% among 190,000;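 active = percent activity GTP binding at least 20 points away from the 100% baseline, either down as inhibitor or up as activator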;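 also: median bead fluorescence of bound Bodipy-FL-GTP at 100 nM; 0% = excess unlabeled GTP control and 100% = no compound control; below 100% means less GTP binding so inhibitor and above means activator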
Target sequence (P60953 whole entry, looked up): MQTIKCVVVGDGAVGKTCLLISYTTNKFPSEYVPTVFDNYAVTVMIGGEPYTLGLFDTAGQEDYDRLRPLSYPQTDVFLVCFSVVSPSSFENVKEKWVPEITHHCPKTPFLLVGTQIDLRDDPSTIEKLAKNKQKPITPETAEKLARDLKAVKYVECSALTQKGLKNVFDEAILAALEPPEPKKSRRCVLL
Rab2A wt mod – changes GTP binding to wildtype dog Rab2A, up or down; AID 760; GTP binding activity, % at 10 µM; hit rate 0.19% among 190,000; GST-Rab2 wt beads, Bodipy-GTP binding, flow cytometry;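 active = GTP binding activity at least 20 points away from 100%, either lowered or raised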;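 also: 0% = beads with excess unlabeled GTP and 100% = no-compound control corrected for plate trend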
Pf gametocyte – P. falciparum stage V gametocyte viability inhibition; P. falciparum stage V gametocytes, ATP luminescence, 24 h; AID 743093; inhibition, % at 10.9 µM; hit rate 0.065% among 150,000;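 active = inhibition above the mean plus 3 SD of compounds within the control limits, set per campaign, cut at about 38% in these data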;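 also: 0% = DMSO wells and 100% = medium only without gametocytes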
Rac1 wt GTP bind – human Rac1 wildtype GTP binding, inhibitors and activators. P63000. GST-Rac1 beads, fluorescent GTP binding, flow cytometry; actives lie on both sides; 0 = cold GTP competed, 100 = untreated. GTP binding activity (% of control), % at 10 µM. hit rate 0.27% among 190,000. AID 757;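 active = GTP binding activity at least 20 points away from the 100% control level, either lower or higher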
Rac1 act GTP bind – alters GTP binding to activated mutant human Rac1 | percent activity (GTP binding), % at 10 µM | GST-Rac1 activated beads, fluorescent GTP binding, flow cytometry; actives lie on both sides; 100% means binding = to untreated wells | AID 764 | hit rate 0.11% among 190,000 | P63000;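 active = GTP binding at least 20 percentage points away from the 100% baseline, in either direction, so actives lie on both sides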
Avidin fluor – avidin bead compound fluorescence profile; Avidin beads, compound fluorescence 488/530 nm, flow cytometry; stronger effect = higher value; AID 1775; fluorescence (KMESF) at 10 µM; hit rate 0.38% among 220,000; in the data active = fluorescence above about 47; also: inactives centre near 10
ABCB1 inh – blocks JC-1 efflux by human ABCB1 transporter | P08183 | AID 1326 | CCRF-Adr cells, flow cytometry | hit rate 0.067% among 190,000 | inhibition, % at 6.6 µM; in the data active = inhibition above about 40%;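 also: 0% = vehicle and 100% = reference inhibitor; higher value means more JC-1 retained so stronger ABCB1 efflux block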
Mcl1-Noxa inh – disrupts binding of human Mcl-1 to Noxa peptide; Q07820; TR-FRET Mcl-1/Noxa peptide binding, 2 h; inhibition, % at 21.7 µM; hit rate 1.5% among 220,000; AID 1022;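 active = compounds that cut the protein-peptide binding signal by more than 50% relative to plate controls in a single-dose test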;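 also: His-tagged Mcl-1 with rhodamine Noxa BH3 peptide and terbium anti-His antibody; 0% = Mcl-1 plus Noxa peptide wells and 100% = peptide-only wells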
Starred values were filed as active, the others as inactive.

Screening CC(=O)c1ccc2noc(-c3ccc(Cl)cc3)c2c1 returned ABCG2 block 1, HRas wt GTP bind 93, Rab7 wt GTP bind 91, Cdc42 wt 93, Rab2A wt mod 94, Pf gametocyte -4, Rac1 wt GTP bind 95, Rac1 act GTP bind 93, Avidin fluor 23, ABCB1 inh -0.3 and Mcl1-Noxa inh 5.
`CCOC(=O)C1Cc2ccccc2CN1` (centres undefined) gave ABCG2 block 0, HRas wt GTP bind 100, Rab7 wt GTP bind 101, Cdc42 wt 100, Rab2A wt mod 102, Rac1 wt GTP bind 104, Rac1 act GTP bind 101, Avidin fluor 23, ABCB1 inh 0.1 and Mcl1-Noxa inh 12.
`COc1cc(C(=O)NCCc2c[nH]c3ccccc23)ccc1OCc1c(C)noc1C` gave ABCG2 block 8, HRas wt GTP bind 97, Rab7 wt GTP bind 102, Cdc42 wt 96, Rab2A wt mod 98, Pf gametocyte -27, Rac1 wt GTP bind 94, Rac1 act GTP bind 96, Avidin fluor 11, ABCB1 inh 0.9 and Mcl1-Noxa inh -7.
CCOC(=O)N1CCN(c2nc3ccccc3nc2C(C#N)C(=O)NCCc2ccccc2)CC1 (centres undefined) was read as ABCG2 block 20, HRas wt GTP bind 99, Rab7 wt GTP bind 98, Cdc42 wt 98, Rab2A wt mod 97, Rac1 wt GTP bind 106, Rac1 act GTP bind 98, Avidin fluor 5, ABCB1 inh 5.1 and Mcl1-Noxa inh 7.
CC1CCN(S(=O)(=O)c2ccc(N/N=C(/C#N)C(N)=O)cc2)CC1 was read as ABCG2 block 1, HRas wt GTP bind 101, Rab7 wt GTP bind 100, Cdc42 wt 100, Rab2A wt mod 101, Pf gametocyte -4, Rac1 wt GTP bind 97, Rac1 act GTP bind 96, Avidin fluor 10, ABCB1 inh 0.1 and Mcl1-Noxa inh 2.
CC1Cc2ccccc2N1Cc1cc(=O)n2ccsc2n1 (centres undefined) was read as ABCG2 block 7, HRas wt GTP bind 99, Rab7 wt GTP bind 98, Cdc42 wt 100, Rab2A wt mod 98, Pf gametocyte 5, Rac1 wt GTP bind 102, Rac1 act GTP bind 98, Avidin fluor 27, ABCB1 inh 2.1 and Mcl1-Noxa inh 30.
Screening CC(=O)c1cccc(NC(=S)NC(=O)CC(C)C)c1 returned ABCG2 block 0, HRas wt GTP bind 100, Rab7 wt GTP bind 98, Cdc42 wt 102, Rab2A wt mod 100, Rac1 wt GTP bind 102, Rac1 act GTP bind 97, Avidin fluor 7, ABCB1 inh -0.1 and Mcl1-Noxa inh -5.
For COc1ccc(C(C(=O)NC(C)(C)C)N(Cc2cccs2)C(=O)CCC(=O)Nc2cc(C)on2)cc1 (centres undefined) the results were ABCG2 block 9, HRas wt GTP bind 99, Rab7 wt GTP bind 99, Cdc42 wt 99, Rab2A wt mod 98, Rac1 wt GTP bind 105, Rac1 act GTP bind 95, Avidin fluor 6, ABCB1 inh 1.1 and Mcl1-Noxa inh -1.
For COc1ccnc(-n2cccc2/C=N/O)c1C#N the results were ABCG2 block 2, HRas wt GTP bind 98, Rab7 wt GTP bind 97, Cdc42 wt 97, Rab2A wt mod 96, Rac1 wt GTP bind 98, Rac1 act GTP bind 95, Avidin fluor 9, ABCB1 inh -0.3 and Mcl1-Noxa inh 4.
O=C(NCCCN1CCCC1=O)c1csc2ccccc12 was read as ABCG2 block 0, HRas wt GTP bind 97, Rab7 wt GTP bind 100, Cdc42 wt 98, Rab2A wt mod 100, Rac1 wt GTP bind 96, Rac1 act GTP bind 97, Avidin fluor 5, ABCB1 inh 0.1 and Mcl1-Noxa inh 8.
For COCCNc1nc2nonc2nc1N1C[C@H]2CC[C@H]1C2 the results were ABCG2 block 1, HRas wt GTP bind 98, Rab7 wt GTP bind 97, Cdc42 wt 100, Rab2A wt mod 99, Pf gametocyte -4, Rac1 wt GTP bind 99, Rac1 act GTP bind 99, Avidin fluor 5, ABCB1 inh 0.2 and Mcl1-Noxa inh 1.
`COc1cccc(NC(=O)CSc2nnc(CN3CCOCC3)n2C)c1` gave ABCG2 block 1, HRas wt GTP bind 104, Rab7 wt GTP bind 99, Cdc42 wt 109, Rab2A wt mod 109, Pf gametocyte -2, Rac1 wt GTP bind 103, Rac1 act GTP bind 102, Avidin fluor -1, ABCB1 inh 0.3 and Mcl1-Noxa inh 10.
CCCNc1nc(NCC)nc(OC)n1 was read as ABCG2 block 2, HRas wt GTP bind 100, Rab7 wt GTP bind 98, Cdc42 wt 101, Rab2A wt mod 100, Rac1 wt GTP bind 100, Rac1 act GTP bind 98, Avidin fluor 17, ABCB1 inh 0.5 and Mcl1-Noxa inh 1.
For COc1ccc(NC(=O)c2nc[nH]c2C(=O)Nc2ccccc2C)cc1 the results were ABCG2 block 5, HRas wt GTP bind 98, Rab7 wt GTP bind 95, Cdc42 wt 97, Rab2A wt mod 96, Rac1 wt GTP bind 99, Rac1 act GTP bind 97, Avidin fluor 5, ABCB1 inh 0.3 and Mcl1-Noxa inh 12.
`Cc1nc(NCc2ccccc2)sc1C(=O)Nc1ccccc1` gave ABCG2 block 11, HRas wt GTP bind 97, Rab7 wt GTP bind 97, Cdc42 wt 95, Rab2A wt mod 94, Rac1 wt GTP bind 98, Rac1 act GTP bind 96, Avidin fluor 12, ABCB1 inh 0.5 and Mcl1-Noxa inh 21.
`CN(C)CC1(c2ccccc2)CCCC1` gave ABCG2 block -1, HRas wt GTP bind 101, Rab7 wt GTP bind 100, Cdc42 wt 102, Rab2A wt mod 102, Pf gametocyte -6, Rac1 wt GTP bind 103, Rac1 act GTP bind 100, Avidin fluor 8, ABCB1 inh -0.6 and Mcl1-Noxa inh 20.
CCC(CC)NC(=O)COC(=O)c1ccc(OCC(=O)Nc2ccccc2OC)c(OC)c1 was read as ABCG2 block 9, HRas wt GTP bind 101, Rab7 wt GTP bind 101, Cdc42 wt 105, Rab2A wt mod 102, Rac1 wt GTP bind 106, Rac1 act GTP bind 102, Avidin fluor 9, ABCB1 inh 1.9 and Mcl1-Noxa inh 6.
O=C(NC(=O)c1ccccc1)OCC1CCCN2CCCCC12 (centres undefined) was read as ABCG2 block 0, HRas wt GTP bind 99, Rab7 wt GTP bind 102, Cdc42 wt 101, Rab2A wt mod 101, Rac1 wt GTP bind 102, Rac1 act GTP bind 97, Avidin fluor 6, ABCB1 inh -0.1 and Mcl1-Noxa inh -10.
COc1cccc(CNC(=O)C(=O)NCCc2ccc(OC)c(OC)c2)c1 was read as ABCG2 block 0, HRas wt GTP bind 101, Rab7 wt GTP bind 103, Cdc42 wt 104, Rab2A wt mod 101, Pf gametocyte -28, Rac1 wt GTP bind 106, Rac1 act GTP bind 100, Avidin fluor 9, ABCB1 inh 0.0 and Mcl1-Noxa inh 10.
Cc1ccccc1OCC(O)Cn1c(NCc2ccco2)nc2c1c(=O)[nH]c(=O)n2C (centres undefined) was read as ABCG2 block 9, HRas wt GTP bind 94, Rab7 wt GTP bind 94, Cdc42 wt 97, Rab2A wt mod 94, Pf gametocyte -18, Rac1 wt GTP bind 95, Rac1 act GTP bind 95, Avidin fluor 13, ABCB1 inh 0.7 and Mcl1-Noxa inh 10.
Screening O=[N+]([O-])c1c(C(Cl)Cl)nn(-c2ccccc2)c1N1CCCC1 returned ABCG2 block -1, HRas wt GTP bind 98, Rab7 wt GTP bind 98, Cdc42 wt 99, Rab2A wt mod 95, Pf gametocyte -1, Rac1 wt GTP bind 98, Rac1 act GTP bind 96, Avidin fluor 7, ABCB1 inh -0.3 and Mcl1-Noxa inh 15.
Screening Cc1ccc(-c2cc3ncc(C#N)c(N)n3n2)cc1 returned ABCG2 block 24, HRas wt GTP bind 97, Rab7 wt GTP bind 95, Cdc42 wt 95, Rab2A wt mod 96, Pf gametocyte -8, Rac1 wt GTP bind 99, Rac1 act GTP bind 96, Avidin fluor 11, ABCB1 inh 1.9 and Mcl1-Noxa inh -33.
For CCN(CC)CC(=O)c1c[nH]c2ccc(C)cc12 the results were ABCG2 block 4, HRas wt GTP bind 99, Rab7 wt GTP bind 102, Cdc42 wt 101, Rab2A wt mod 101, Pf gametocyte 9, Rac1 wt GTP bind 99, Rac1 act GTP bind 100, Avidin fluor 26, ABCB1 inh 1.1 and Mcl1-Noxa inh -3.
Cc1ccc(C(=O)N/C(=C\c2cccs2)C(=O)NCCCn2ccnc2)cc1 was read as ABCG2 block 0, HRas wt GTP bind 103, Rab7 wt GTP bind 100, Cdc42 wt 106, Rab2A wt mod 102, Pf gametocyte 11, Rac1 wt GTP bind 106, Rac1 act GTP bind 102, Avidin fluor 6, ABCB1 inh 0.1 and Mcl1-Noxa inh 0.
Screening COc1ccc(NC(=O)CC2Nc3cc(C)c(C)cc3NC2=O)c([N+](=O)[O-])c1 (centres undefined) returned ABCG2 block 2, HRas wt GTP bind 96, Rab7 wt GTP bind 100, Cdc42 wt 98, Rab2A wt mod 98, Pf gametocyte 17, Rac1 wt GTP bind 105, Rac1 act GTP bind 97, Avidin fluor 12, ABCB1 inh 0.3 and Mcl1-Noxa inh -10.
`CCN(CC)C(=O)COc1ccc2oc(-c3ccco3)cc(=O)c2c1` gave ABCG2 block 3, HRas wt GTP bind 97, Rab7 wt GTP bind 96, Cdc42 wt 98, Rab2A wt mod 95, Rac1 wt GTP bind 99, Rac1 act GTP bind 95, Avidin fluor 7, ABCB1 inh 0.8 and Mcl1-Noxa inh 4.
Screening CCOc1nc(Nc2ccc(OC)c(Cl)c2)nc(OCC)n1 returned ABCG2 block 2, HRas wt GTP bind 100, Rab7 wt GTP bind 100, Cdc42 wt 97, Rab2A wt mod 98, Rac1 wt GTP bind 101, Rac1 act GTP bind 98, Avidin fluor 7, ABCB1 inh 0.8 and Mcl1-Noxa inh 2.
Screening CC(=O)c1c(C)oc(C)c1CSCc1ccc(C(=O)O)o1 returned ABCG2 block 1, HRas wt GTP bind 100, Rab7 wt GTP bind 93, Cdc42 wt 101, Rab2A wt mod 101, Pf gametocyte 20, Rac1 wt GTP bind 101, Rac1 act GTP bind 99, Avidin fluor 14, ABCB1 inh 0.4 and Mcl1-Noxa inh 17.
For CCCCn1nc(NC(=O)c2cccs2)c2cc3cc(OC)ccc3nc21 the results were ABCG2 block 17, HRas wt GTP bind 97, Rab7 wt GTP bind 93, Cdc42 wt 97, Rab2A wt mod 97, Pf gametocyte 14, Rac1 wt GTP bind 98, Rac1 act GTP bind 97, Avidin fluor 8 and ABCB1 inh 1.7.
`CN(C)/C=C/C(=O)c1cccc(Oc2ncccn2)c1` gave ABCG2 block 2, HRas wt GTP bind 93, Rab7 wt GTP bind 98, Cdc42 wt 92, Rab2A wt mod 93, Rac1 wt GTP bind 95, Rac1 act GTP bind 95, Avidin fluor 10, ABCB1 inh 1.0 and Mcl1-Noxa inh 13.
